# Source: PubChem (National Center for Advancing Translational Sciences (NCATS))
# PI5P4K alpha inh: blocks human PI5P4K alpha kinase activity | PI5P4Kalpha enzyme, ADP-Glo luminescence, 60 min; active compounds read low | max response, % | 330,000 compounds, 1.2% hits | AID 652105; active = max response of -50% or lower; inconclusive = between -30% and -50%; inactive = -30% or higher; note: value at the top dose of about 77 µM; % is set by controls: 0 for no effect and ±100 for the full control effect
#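 ADP-Glo luminescence end-point after a 60 min room-temperature kinase reaction. PI5P4Kalpha and substrate in HEPES pH 7.4 buffer with EGTA, 0.1% CHAPS and 5% DMSO; ATP at 5 microM final.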
# IL2 activator: activators of IL-2 | IL-2 activation reporter assay, cell-based qHTS; stimulated with anti-CD3/CD4/CD28 beads; in transgenic mouse T cells | 360,000 compounds, 0.065% hits | activation, % (series mostly up to about 46 µM) | AID 652025; in the data active = activation above about 50%; inconclusive = mostly about 30% to 49%; note: 0% is about no effect
#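 Readout is EGFP and DsRed signal by fluorescent plate cytometry after 18 h at 37 degrees C. Transgenic mouse T cells (750/well) received compound for 60 min before bead stimulation (anti-CD3, anti-CD4, anti-CD28); memory T cells served as non-tolerant control.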
# FUS suppressor: FUS proteinopathy suppression in yeast; S. cerevisiae FUS-expressing, growth rescue, OD600, 24 h; Potency, µM (series often up to 76.6 µM), inactives show top-dose growth rescue (activation), usual class: activators; 390,000 compounds, 0.24% hits;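 note: potency is the fitted concentration of half-maximal effect; plate controls were DMSO vehicle for no effect and reference control for full effect; nearly all actives have a fitted effect of over 55% in size; some results filed as inactive show a strong effect at the top dose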
#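 Toxicity suppression screen in FUS-yeast. Cells induced with 2% galactose, starting OD 0.005, treated 24hr at 30C with compounds at multiple final concentrations; growth by OD600.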
# PLK1 PBD block: inhibitors of human PLK1 polo-box domain binding; 360,000 compounds, 2.8% hits; AID 720504; Potency, µM, inactives show max response, negative = inhibition, usual class: inhibitors; P53350; Plk1 PBD binding of FITC phosphopeptide, fluorescence polarization; note: potency is the fitted concentration of half-maximal effect; series mostly up to about 57 µM; % is set by controls: 0 for no effect and ±100 for the full control effect; nearly all actives have a fitted effect of over 65% in size
# EPAC1 antagonist: antagonists of human EPAC1 | O95398 | EPAC1 GEF assay, Rap1b-BODIPY-GDP exchange fluorescence | Potency, µM (series often up to 115 µM), without a hit: top-dose activity change, negative = inhibition, hits mostly inhibitors | 360,000 compounds, 0.14% hits | AID 720709;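 note: potency is the fitted concentration of half-maximal effect; plate controls were vehicle for no effect and positive control for full effect; nearly all actives have a fitted effect of over 50% in size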
# EPAC1 ag: agonists of human EPAC1. 360,000 compounds, 0.073% hits. Potency, µM (highest dose often 154 µM), for inactives: at the top dose activation, hits mostly activators. O95398. EPAC1 agonist qHTS, biochemical assay; response scale: 100% = response to 6.5 mM cAMP; note: potency is the fitted concentration of half-maximal effect; nearly all actives have a fitted effect of over 60% in size
#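 Read-out is the fluorescence drop as BODIPY-GDP leaves Rap1B (480 nm excitation, 540 nm emission), recorded every 5 minutes over 30 minutes. Reactions held 100 nM EPAC1, 250 nM Rap1B–BODIPY-GDP and 50 uM GDP, with 6.5 mM cAMP setting full activation.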
# WRN inhibitor: blocks human WRN helicase | Q14191 | WRN helicase unwinding, fluorescent forked duplex, kinetic | Potency, µM (series often up to 114 µM), for inactives: at the top dose activity change, negative = inhibition, usual class: inhibitors | 360,000 compounds, 0.46% hits; note: potency is the fitted concentration of half-maximal effect; % is set by controls: 0 for no effect and ±100 for the full control effect; nearly all actives have a fitted effect of over 55% in size
# Target sequence (Q14191 whole entry, looked up): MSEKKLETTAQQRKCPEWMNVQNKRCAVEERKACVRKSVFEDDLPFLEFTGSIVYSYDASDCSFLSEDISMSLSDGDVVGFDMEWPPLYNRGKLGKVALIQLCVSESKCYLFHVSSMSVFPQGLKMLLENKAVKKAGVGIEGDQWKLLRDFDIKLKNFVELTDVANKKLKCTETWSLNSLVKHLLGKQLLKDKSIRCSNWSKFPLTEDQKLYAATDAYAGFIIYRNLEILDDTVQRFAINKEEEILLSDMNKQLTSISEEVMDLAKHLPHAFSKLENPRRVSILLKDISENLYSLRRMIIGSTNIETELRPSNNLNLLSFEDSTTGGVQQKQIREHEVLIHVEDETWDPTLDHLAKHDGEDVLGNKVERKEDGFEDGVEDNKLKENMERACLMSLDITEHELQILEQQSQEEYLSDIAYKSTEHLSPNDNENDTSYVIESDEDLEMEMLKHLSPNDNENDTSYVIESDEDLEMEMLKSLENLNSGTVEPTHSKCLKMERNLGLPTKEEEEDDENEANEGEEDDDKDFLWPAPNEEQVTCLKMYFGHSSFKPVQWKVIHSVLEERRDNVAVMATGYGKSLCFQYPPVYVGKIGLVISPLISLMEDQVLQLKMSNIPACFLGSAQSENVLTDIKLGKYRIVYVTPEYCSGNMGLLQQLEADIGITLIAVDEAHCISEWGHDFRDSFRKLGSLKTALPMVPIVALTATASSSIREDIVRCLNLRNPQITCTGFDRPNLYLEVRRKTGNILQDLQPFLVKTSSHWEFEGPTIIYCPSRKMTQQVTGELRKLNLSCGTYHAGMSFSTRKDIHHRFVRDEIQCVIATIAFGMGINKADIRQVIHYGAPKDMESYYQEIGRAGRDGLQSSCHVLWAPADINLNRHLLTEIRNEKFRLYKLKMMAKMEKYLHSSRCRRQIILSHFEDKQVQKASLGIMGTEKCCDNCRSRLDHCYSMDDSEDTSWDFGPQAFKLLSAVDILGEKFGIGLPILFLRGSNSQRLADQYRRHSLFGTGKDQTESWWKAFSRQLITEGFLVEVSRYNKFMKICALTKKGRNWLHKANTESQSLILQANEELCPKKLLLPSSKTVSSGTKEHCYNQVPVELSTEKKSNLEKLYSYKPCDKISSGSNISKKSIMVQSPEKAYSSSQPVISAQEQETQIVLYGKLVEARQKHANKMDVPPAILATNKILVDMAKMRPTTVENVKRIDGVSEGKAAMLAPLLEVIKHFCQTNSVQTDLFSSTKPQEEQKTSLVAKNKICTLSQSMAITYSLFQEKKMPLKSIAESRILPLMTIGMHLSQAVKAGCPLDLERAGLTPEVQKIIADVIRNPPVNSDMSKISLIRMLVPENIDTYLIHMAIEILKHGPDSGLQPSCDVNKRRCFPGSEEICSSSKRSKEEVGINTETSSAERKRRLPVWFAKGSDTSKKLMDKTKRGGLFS
#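 Fluorescence dequenching readout, ex 525 nm/em 598 nm, kinetic mode: forked duplex DNA (100 nM final) with adjacent fluorophore and quencher unwound by WRN (20 nM final) with 2 mM ATP. Compound preincubation 15 min, room temperature.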
# Abeta rescue: A-beta toxicity reversal in yeast. yeast expressing A-beta42, growth rescue, OD600, 48 h; response scale: 0% DMSO, 100% iron-clioquinol control. Potency, µM (doses to about 46.1 µM), for the others: at the highest dose growth rescue, hits mostly activators. 410,000 compounds, 0.063% hits; note: potency is the fitted concentration of half-maximal effect; nearly all actives have a fitted effect of over 55% in size
#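 Yeast A-beta toxicity model in growth medium with pinned compounds, 48 h at 30 C; growth read as absorbance at 600 nm. Normalized to FeCl3/clioquinol equimolar mix (positive) and DMSO (negative).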
# aSyn rescue: alpha-synuclein toxicity inhibition in yeast. Potency, µM (highest dose often 46.1 µM), without a hit: at the highest dose growth rescue (activation), usual class: activators. Yeast expressing alpha-synuclein, growth rescue, BacTiter-Glo, 24 h. 370,000 compounds, 0.14% hits; note: potency is the fitted concentration of half-maximal effect; % of control where 0% means no effect; nearly all actives have a fitted effect of over 65% in size
#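 Screening used galactose-induced yeast with toxic alpha-synuclein levels, exposed to compound for 24 hr at 30 deg C. Cell growth, read with BacTiter-Glo luminescence, gave the measured signal.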
# * marks the source's active call; other numbers are inactive results; ? = inconclusive; . = not tested or not shown; & = joins results of further samples; [ ] = remark or other dose. Unless noted, calls come from the whole dose curve; as a rule, active = well fitted curve in the direction sought with a large enough effect; inconclusive = small, poorly fitted or top-dose-only effect, or another doubt; inactive = no such curve, though single readings can be large; an effect the other way counts as inactive or inconclusive.
SMILES,PI5P4K alpha inh,IL2 activator,FUS suppressor,PLK1 PBD block,EPAC1 antagonist,EPAC1 ag,WRN inhibitor,Abeta rescue,aSyn rescue
CC(C)c1nnc(NC(=O)CN(C)S(=O)(=O)c2ccc3c(c2)OCCO3)s1,-5,0.0,9%,3%,-7%,-6%,-1%,10%,-7%
COc1ccc(S(=O)(=O)N2CCOC23CCN(S(=O)(=O)c2ccc(F)cc2)CC3)cc1,-6,1.4,21%,0%,3%,-5%,-9%,-11%,1%
O=C1CN(C(=O)CSc2nncn2-c2ccccc2)c2ccccc2N1,.,-2.8,16%,-2%,11%,1%,9%,13%,2%
C=CCn1c(SCc2cc([N+](=O)[O-])cc3c2OCOC3)nc2cc(C(=O)O)ccc2c1=O,-74*,-1.5,-23%,-13%,?,11%,-5%,-4%,-6%
CC1(C)CC2(CC(c3ccccc3)c3ccc(O)cc3O2)NC(=S)N1 (stereo unspecified),4,2.5,38%,-10%,?,6%,-6%,1%,2%
CN(C)S(=O)(=O)c1ccc(C(=O)Oc2coc(CSc3ncccn3)cc2=O)cc1,?,0.1,1%,-22%,3%,6%,-5%,-77%[inhibitor],-1%
COc1ccccc1/C=C/C(=O)OCC(=O)NNC(=O)c1ccccc1,-5,-1.4,.,-6%,-13%,8%,-4%,5%,-18%
Cc1ccc(NC(=O)[C@@H]2O[C@H](CO)[C@H](O)[C@H](O)[C@H]2O)cc1C(F)(F)F,-1,0.4,-17%,-7%,-2%,-6%,0%,1%,3%
Cc1cccnc1N(C(=O)Nc1ccccc1)C1=NCC(C)(C)S1,-4,0.5,11%,-11%,-16%,0%,2%,4%,13%
COC(=O)C1=C(C)N=C2SC(C#N)=C(N)N2C1c1ccc(OCc2ccccc2)cc1 (stereo unspecified),3,1.0,27%,-3%,-17%,15%,-6%,-9%,-6%
CC1CCCC(NC(=O)c2cc(S(=O)(=O)N3CCCCC3)ccc2Cl)C1C (stereo unspecified),1,2.2,-12%,-6%,-22%,6%,-1%,-14%,-15%
Cc1occc1C(=O)NNC(=O)c1nn(C)c(=O)c2ccccc12,-1,2.1,18%,-9%,-2%,5%,9%,-14%,?
COc1ccccc1C1CC(=O)n2c(nc(-c3ccccc3)c2-c2ccccc2)S1 (stereo unspecified),-9,-1.6,13%,?,-10%,11%,-20%,15%,-12%
CC(Nc1ccc(S(=O)(=O)N2CCN(C)CC2)cc1[N+](=O)[O-])c1ccccc1 (stereo unspecified),-8,-1.6,15%,-2%,-21%,-4%,-4%,-16%,14%
O=C(N/N=C/c1ccc(Br)s1)c1ccccn1,5,-4.3,28%,-5%,1%,5%,-1%,7%,-3%
CCOC(=O)C1=C(C)NC(C)=C(C(=O)OCC)C1C(=O)OCC(=O)c1ccc2c(c1)OCCO2,-10,-0.6,?,-4%,-10%,14%,0%,2%,-11%
Cc1ccc(/C=C2\CCOC2=O)cc1,-5,-2.4,-6%,?,-14%,-10%,17%,-11%,4%
CC1(C)CC(NC(=S)NC(=O)c2cc(Br)ccc2Cl)CC(C)(C)N1,-6,-1.1,-1%,-17%,-2%,13%,8%,6%,-1%
CC(C)N(Cc1nc(-c2ccc3c(c2)OCO3)no1)Cc1nccn1C,-1,-1.9,-29%,-14%,-5%,12%,10%,-1%,-5%
O=C(NCC1CCCO1)c1cccc2c1C(=O)c1ccc(N3CCC(Cc4ccccc4)CC3)cc1S2(=O)=O (stereo unspecified),6,2.7,10µM*,?,68%[activator],-67%[inhibitor],-8%,-7%,3%
C=CCc1ccc(OCc2ccc(C(=O)Nc3ccc(NC(C)=O)cc3)o2)c(OC)c1,1,-0.5,?,-1%,-4%,-4%,-5%,26%&4%,3%&1%
COc1ccc(-c2ccc(CCC(=O)O)n2-c2ccccc2OC)cc1,-7,-0.3,?,0%,0%,1%,2%,6%,17%
CC(=O)Nc1ccc(S(=O)(=O)N2CCOCC2)cc1,.,0.7,15%,-7%,21%,-1%,14%,-1%,-14%
O=C(O)c1cc(N/N=C/c2ccc(-c3ccccc3)cc2)ccc1Cl,?,2.2,-10%,9.5µM*,?,1%,-21%,-91%[inhibitor],-53%[inhibitor]
O=C1CC(c2ccccc2)Cc2nc(NC3CC3)ncc21 (stereo unspecified),-1,-1.1,-6%,2%,8%,4%,2%,13%,-5%
CCCCn1c(N)c(N(CC(C)C)C(=O)C2CCCO2)c(=O)[nH]c1=O (stereo unspecified),7,-2.4,-4%,1%,4%,0%,3%,9%,1%
O=C(c1cc([N+](=O)[O-])cc([N+](=O)[O-])c1)N1CCCc2ccccc21,-9,0.1,-18%,-3%,-1%,-8%,4%,-27%,0%
COc1ccc(-c2ccc(C#N)c(SCC(=O)Nc3sc4c(c3C#N)CCC4)n2)cc1OC,.,-0.1,26%,5%,-1%,11%,-8%[11.6 µM],17%,3%
O=C(CC1Sc2ccccc2NC1=O)NNc1ccc(F)cc1 (stereo unspecified),0,0.1,.,-4%,7%,-3%,-14%,-11%,19%
O=c1[nH]cnc(O)c1C(c1ccc(Br)cc1)c1c(O)nc[nH]c1=O,-5,-0.4,-8%,-5%,-8%,4%,-8%,-1%,-3%
O=C(N/C=C/c1ccco1)OCc1ccccc1,-24,1.3,12%,-1%,6%,-1%,-4%[11.6 µM],0%,-3%
Cc1cc(Cl)c2oc(C(=O)N(C)CCCCN3CCOCC3)c(C)c2c1,-4,-1.8,7%,-19%,9%,-10%,17%,-21%,0%
COc1cc(C)nc(SCC(N)=O)n1,-7,0.6,-13%,1%,11%,-4%,7%,10%,-5%
O=c1c2ccccc2nc2c3ccccc3cnn12,-1,1.8,-26%,6%,4%,14%,-5%,-3%,8%
CC(=O)Nc1ccc(Nc2nnc(-c3ccc(O)cc3)c3ccccc23)cc1,5,-2.9,16%,-3%,?,8%,-21%,-19%,1%
O=C(CCc1ccccc1)Nc1nc2ccc(S(=O)(=O)N3CCOCC3)cc2s1,-23,-3.4,-4%,-12%,-12%,-14%,-14%[57.1 µM],15%,-5%

# The last 2 compounds of the section above open the next one.
SMILES,PI5P4K alpha inh,IL2 activator,FUS suppressor,PLK1 PBD block,EPAC1 antagonist,EPAC1 ag,WRN inhibitor,Abeta rescue,aSyn rescue
CC(=O)Nc1ccc(Nc2nnc(-c3ccc(O)cc3)c3ccccc23)cc1,5,-2.9,16%,-3%,?,8%,-21%,-19%,1%
O=C(CCc1ccccc1)Nc1nc2ccc(S(=O)(=O)N3CCOCC3)cc2s1,-23,-3.4,-4%,-12%,-12%,-14%,-14%[57.1 µM],15%,-5%
O=C(NCc1ccccc1)N1CCC(CO)(CCc2ccccc2)CC1,-9,-2.6,1%,-11%,2%,-1%,-5%,-5%,1%
O=C(NNC(=O)c1cccs1)c1ccc(F)cc1,1,1.3,-17%,-1%,14%,12%,17%,6%,-1%
C(=C\c1ccccc1)/CN1CCN(C(c2cc3ccccc3o2)c2nnnn2C2CCCC2)CC1 (stereo unspecified),5,-0.8,-13%,6%,-12%,-7%,-4%,-6%,?
N#C/C(=N\Nc1cccc(C(F)(F)F)c1)C(=O)c1csc(-c2cccnc2)n1,-5,-1.1,-14%,?,?,-15%,-4%,-3%,-29%
Nc1ccc2nc(CCCCc3nc4ccccc4[nH]3)[nH]c2c1,-2,0.1,-16%,2%,17%,-9%,5%,-90%[inhibitor],-6%
Cc1cccc(NS(=O)(=O)c2cc(C(=O)N3CCc4ccccc4C3)ccc2Cl)c1C,.,-2.9,?,-14%,-1%,3%,-6%,-57%[inhibitor],10µM*

# Compounds above with an aryl methoxy group, in the order listed:
SMILES,PI5P4K alpha inh,IL2 activator,FUS suppressor,PLK1 PBD block,EPAC1 antagonist,EPAC1 ag,WRN inhibitor,Abeta rescue,aSyn rescue
COc1ccc(S(=O)(=O)N2CCOC23CCN(S(=O)(=O)c2ccc(F)cc2)CC3)cc1,-6,1.4,21%,0%,3%,-5%,-9%,-11%,1%
COc1ccccc1/C=C/C(=O)OCC(=O)NNC(=O)c1ccccc1,-5,-1.4,.,-6%,-13%,8%,-4%,5%,-18%
COc1ccccc1C1CC(=O)n2c(nc(-c3ccccc3)c2-c2ccccc2)S1 (stereo unspecified),-9,-1.6,13%,?,-10%,11%,-20%,15%,-12%
C=CCc1ccc(OCc2ccc(C(=O)Nc3ccc(NC(C)=O)cc3)o2)c(OC)c1,1,-0.5,?,-1%,-4%,-4%,-5%,26%&4%,3%&1%
COc1ccc(-c2ccc(CCC(=O)O)n2-c2ccccc2OC)cc1,-7,-0.3,?,0%,0%,1%,2%,6%,17%
COc1ccc(-c2ccc(C#N)c(SCC(=O)Nc3sc4c(c3C#N)CCC4)n2)cc1OC,.,-0.1,26%,5%,-1%,11%,-8%[11.6 µM],17%,3%
COc1cc(C)nc(SCC(N)=O)n1,-7,0.6,-13%,1%,11%,-4%,7%,10%,-5%

# Compounds were not picked by outcome (roughly 4.1% active in at least one column).
